Nrf2 activator: activators of Nrf2 (ARE) signaling; AREc32 ARE-luciferase reporter (MCF7-derived line), luminescence, 24 h; Potency, µM (series often up to 46.1 µM), without a hit: top-dose activation, usual class: activators; hit rate 0.31% among 410,000; AID 624171; further: potency means the concentration at half of the fitted maximal effect; % of control where 0% means no effect; nearly all actives have a fitted effect of over 65% in size
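Nrf2 activation is followed as ARE-luciferase induction in the AREc32 line after one day of compound treatment; luminescence is read with Steady-Glo.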
CCT chaperon mod: cytosolic chaperonin activity modulation; purified chaperonin ATPase assay, HTRF ADP detection, 30 min; activity change, % (test concentration not listed), hits read low; hit rate 0.3% among 360,000; in the data active means activity change below about -30%; further: on the % scale 0 is the no-effect control and ±100 the full control effect
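TRiC at 40 or 20 nM final (batch-dependent) in 30 mM Tris pH 7.4, 100 mM KCl, 5 mM MgCl2, 1 mM DTT, with compound at single 76 uM and 10 uM ATP, 30 min at 37 deg C. ADP detected by HTRF Transcreener, 665/615 ratio.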
TGFb inhibitor: inhibitors of TGF-b signaling | HepG2 CAGA-GFP TGF-b/SMAD3 reporter, GFP fluorescence, 18 h; TGF-beta stimulated, 500 pg/mL final | Potency, µM (doses to about 46.1 µM), inactives show at the highest dose activity, negative = inhibition, actives largely listed as inhibitors | hit rate 1.2% among 410,000 | AID 588855; further: potency means the concentration at half of the fitted maximal effect; on the % scale 0 is the no-effect control and ±100 the full control effect; nearly all actives have a fitted effect of over 65% in size
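Per well, imaged GFP fluorescence of HEPG2 CAGA-GFP cells gives the signal; cells get compound, then TGF-beta (500 pg/mL final), 18 h at 37 degrees C; %Activity versus -TGF-beta and +DMSO controls.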
Nrf2 inh: Nrf2 pathway inhibition; Potency, µM (doses to about 46 µM), for the others: at the highest dose activity change, negative = inhibition, most hits filed as inhibitors; AID 504444; A549 ARE-Fluc reporter, luciferase luminescence, 18-24 h; hit rate 2.1% among 360,000; further: potency means the concentration at half of the fitted maximal effect; on the % scale 0 is the no-effect control and ±100 the full control effect; nearly all actives have a fitted effect of over 60% in size
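Nrf2 activity is the BugLite luminescence, read 15 min after reagent at room temperature, following CellTiter-Fluor cytotoxicity readout (30 min, 37C). Compound titrations were applied for 18-24 h to 5000 A549 ARE_Fluc cells/well in 5% FBS OPTI-MEM.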
Abeta rescue: restores growth of yeast expressing A-beta42 peptide | yeast expressing A-beta42, growth rescue, OD600, 48 h; response scale: 0% DMSO, 100% iron-clioquinol control | Potency, µM (titrated, usually from 46.1 µM), without a hit: at the top dose growth rescue, most hits filed as activators | hit rate 0.063% among 410,000 | AID 1347071; further: potency means the concentration at half of the fitted maximal effect; nearly all actives have a fitted effect of over 55% in size
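Yeast growth medium received pinned compounds, then yeast cells expressing toxic A-beta were added; plates incubated at 30 C for 48 hr. Growth read as absorbance at 600 nm, normalized to DMSO and equimolar FeCl3 plus clioquinol controls.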
Mm-Cpn inhibitor: M. maripaludis TRiC chaperonin inhibition; Potency, µM (highest dose often 76.9 µM), for the others: top-dose activity, negative = inhibition, hits mostly inhibitors; hit rate 0.031% among 330,000; purified Mm-Cpn ATPase, ADP Transcreener TR-FRET; AID 504842; further: potency means the concentration at half of the fitted maximal effect; on the % scale 0 is the no-effect control and ±100 the full control effect; nearly all actives have a fitted effect of over 80% in size
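Purified archaeal chaperonin (25 nM final) was preincubated with compound for 10 min at 37°C, then ATP (10 uM final) was added for 30 min at 37°C in Tris pH 7.4/KCl/MgCl2/DTT buffer. ADP was quantified by HTRF Transcreener TR-FRET.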
HepG2 tox: HepG2 cytotoxicity, counter-screen for TGF-b inhibitors; HepG2 CAGA-GFP viability, ATP luminescence, 18 h; hit rate 0.76% among 410,000; Potency, µM (highest dose often 46.1 µM), without a hit: at the top dose activity change, negative = cytotoxicity, actives largely listed as cytotoxic; further: potency means the concentration at half of the fitted maximal effect; some results filed as inactive show a strong effect at the top dose
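HepG2 CAGA-GFP cells (1000/well, DMEM with 1% FBS) received compound, then TGF-beta at 500 pg/mL final, and were incubated 18 hours at 37 degrees C. Viability was read by CellTiter-Glo luminescence. Media-only wells were set as complete cell-killing and DMSO as no toxicity.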
pAkt inh: Akt phosphorylation inhibition | hit rate 0.32% among 360,000 | Neuro2A IGF-stimulated pAkt S473 HTRF, 20 min; hits give low values | activity change, % for hits at 50 µM; in the data active means activity change below about -80%; inconclusive means mostly about -51% to -80%; further: on the % scale 0 is the no-effect control and ±100 the full control effect
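Neuro2A cells (4,500/well, DMEM with 0.5% FBS) were treated with compound at a single 50 µM final concentration, stimulated with 6 nM IGF for 20 min at 37 °C, and lysed. Phospho-Akt Ser473 was read by HTRF as 665/615 ratio ×10^4.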
A549 tox: kills or reduces viability of A549 cells in Nrf2 counter-screen | AID 504648 | A549 ARE-Fluc cells, CellTiter-Fluor viability, 18-24 h | Potency, µM (series often up to 46 µM), for the others: at the top dose activity change, negative = cytotoxicity, usual class: inhibitors | hit rate 0.16% among 390,000; further: potency means the concentration at half of the fitted maximal effect; on the % scale 0 is the no-effect control and ±100 the full control effect
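A549 ARE_Fluc cells in 5% FBS OPTI-MEM were exposed to compounds in concentration-response for 18-24 h at 37 deg C. Viability was read by CellTiter-Fluor fluorescence (Ex 405/Em 525) after 30 min, before the luciferase read.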
* marks the source's active call; other numbers are inactive results; i = inactive; ? = inconclusive; . = not tested or not shown; & = joins results of further samples; [ ] = dose if it differs, or a comment. Unless noted, the call rests on the fitted dose curve; in most records, active means well fitted curve in the direction sought with a large enough effect; inconclusive means small, poorly fitted or top-dose-only effect, or another doubt; inactive means no such curve, though single readings can be large; an effect the other way counts as inactive or inconclusive.

Structure,Nrf2 activator,CCT chaperon mod,TGFb inhibitor,Nrf2 inh,Abeta rescue,Mm-Cpn inhibitor,HepG2 tox,pAkt inh,A549 tox
COc1cccc(COc2ccc3c(C)c(Cc4ccccc4)c(=O)oc3c2)c1,-0.9%,1.4,11%,3%,8%,.,-2%,i,3%
COc1ccc(C2=NOC(C(=O)NCc3ccccn3)C2)cc1 (stereo not drawn),-0.4%,0.6,4%,5%,5%,1%,-20%,i,-1%
COc1ccccc1N1CC(C(=O)NCC2COc3ccccc3O2)CC1=O (stereo not drawn),-0.7%,0.2,-1%,3%,2%,1%,1%,i,2%
NC(=O)C1CCN(c2nc(-c3ccc4ccccc4c3)cs2)CC1,4.7%,.,5%,13%,-11%,-5%&-21%,3%,.,0%
CCN(CC(=O)NCc1ccc(F)cc1)C(=O)CN1CCN(c2ccccc2OC)CC1,-0.7%,-3.0,3%,-13%,-23%,-5%,-1%,i,4%
COc1cc(C(=O)NNC(=O)c2ccc3ccccc3n2)cc(OC)c1OC,-0.5%,1.4,-30%,-45%,2%,?,-32%,i,?
Cc1ccc(/C([O-])=C(/C(=S)NCc2ccccc2)[n+]2cccc(CO)c2)cc1[N+](=O)[O-],0.3%,-5.8,0%,-5%,-6%,-2%,-5%,i,-6%
O=C(NCCCCCCNC(=O)c1ccncc1)c1ccncc1,-0.8%,-0.4,1%,0%,-14%,1%,-5%,i,2%
C(=N\N1CCN(Cc2cccc3ccccc23)CC1)/c1cccs1,0.5%,-0.9,?,-14%,11%,1%,-20%,i,6%
CCOC(=O)c1ccc(NC(=O)c2c(-c3c(F)cccc3Cl)noc2C)cc1,5.8%,.,20%,12%,10%,.,-9%,.,0%
NS(=O)(=O)c1ccc(NC(=S)N2CCN(c3cccc(Cl)c3)CC2)cc1,4.5%,-1.3,?,-8%,15%,-1%,7%,i,-3%
COc1ccccc1C(=O)N1CCNC(=O)C1CC(=O)Nc1cccc(C)c1 (stereo not drawn),-1.2%,0.1,?,1%,0%,0%,16%,i,-5%
CCOC(=O)c1ccc(CSc2nncn2N)o1,-0.3%,-0.4,13%,-11%,1%,.,-14%,i,-1%
C=C(C)COc1ccc2c3c(c(=O)oc2c1OCC(=C)C)CCC3,0.3%,-1.9,?,?,4%,2%,-12%,i,2%[1.84 µM]
COc1cc([N+](=O)[O-])ccc1NC(=S)N1CCOCC1,-0.1%,1.6,-17%,-9%,-11%,-3%,-1%,i,-3%
COc1ccc(Cn2cc(CN3CC(N4CCN(CCN(C)C)CC4)CS3(=O)=O)nn2)cc1 (stereo not drawn),0.5%,-0.6,.,.,-4%,.,.,i,.
CCOc1ccc(S(=O)(=O)NCCC(=O)NCC(C)(C)N2CCOCC2)cc1,0.2%,-0.8,0%,5%,-8%,2%,4%,i,-2%
Cc1ccccc1OCC(=O)NNC(=O)c1ccoc1C,2.3%,0.2,12%,5%,7%,0%,9%,i,2%
COc1cccc(CNc2ccc(F)c(Cl)c2)c1,0.1%,-1.1,0%,-24%,32%,-1%,2%,i,-5%
Cc1ccc2nc3c(cc(S(=O)(=O)c4ccccc4)c(=N)n3C3CCCC3)c(=O)n2c1,-0.4%,0.4,0%,?,2%,.,-9%,i,1%
COc1cccc(CNC(=O)CCSCc2ccccc2F)c1,-0.2%,2.6,21%,-16%,32%,5%,10%,i,1%
COc1ccc(CCN2C(=O)CC(NCc3ccc4c(c3)OCO4)C2=O)cc1OC (stereo not drawn),0.1%,-1.1,-14%,.,-14%,-1%,0%,i,3%
O=C(COC(=O)CCNS(=O)(=O)c1ccccc1)NC(=O)c1ccccc1,-0.5%,-4.6,0%,-16%,7%,1%,-3%,i,-1%
CCCCc1cc(=O)oc2cc(O)cc(O)c12,3.7%,-2.6,1%,-1%,3%,?,-2%,i,1%
C=CCn1c(=N)n(CC(=O)OCC)c2ccccc21,0.1%,0.9,5%,-6%,2%,?,7%,i,-1%
CCCc1ccc(C(O)c2ncc(-c3cccc(F)c3)[nH]2)cc1 (stereo not drawn),8.7%,-1.0,?,.,12%,.,-39%,i,.
COc1cc(C(=O)N[C@H](C(=O)NC(C)C23CC4CC(CC(C4)C2)C3)C(C)C)cc(OC)c1OC (stereo partly drawn),-1.8%,2.2,?,.,-11%,2%,-2%,i,2%
Cn1c(-c2ccccc2)c(C=O)c2ccccc21,4.2%,-1.2,-7%,3%,-47%[inhibitor],-1%,-33%,i,2%
CCc1cc2c(-c3ccccc3)cc(=O)oc2cc1OC(C)C(=O)O (stereo not drawn),0.7%,-0.6,1%,-19%,-4%,-2%,-27%,i,-8%
CCOC(=O)C1CCCN(C(=S)Nc2ccc(OC)cc2)C1 (stereo not drawn),0.3%,0.6,8%,29%,10%,5%,4%,i,19%
Cc1ccc2nc(-c3ccco3)c(CC(C)(C)C)n2c1,?,-1.6,?,.,-23%,.,-29%,i,.
CC(=O)c1c(C)n(-c2ccc(C)cc2)c2ccc(OC(=O)COc3ccccc3)cc12,0.5%,.,1%,2%,-13%,.,-1%,.,0%
CCS(=O)(=O)N1CCC(C(=O)Nc2ccccc2OC)CC1,-0.7%,0.0,10%,-16%,-11%,1%,9%,i,0%
O=C(NC1CCCCC1)N1CCC(c2nc3ccc(Cl)cc3[nH]2)CC1,2.3%,-0.1,?,.,5%,3%,-2%,i,0%
O=C(NCCc1nnc2ccc(SCC(=O)N3CCOCC3)nn12)c1ccccc1,-0.4%,1.2,-4%,0%,-13%,1%,8%,i,-3%
Cc1ccc(-c2ccc(CN3C(C(C)C)C(=O)N(Cc4cn(Cc5ccco5)nn4)CCS3(=O)=O)cc2)cc1 (stereo not drawn),-0.9%,-0.8,?,.,-29%,.,-36%,i,.
CN(CC(=O)OCC(=O)Nc1ccccc1)S(=O)(=O)c1ccc(Cl)cc1,0.5%,-1.1,2%,-4%,10%,-3%,0%,i,-5%
CC(Sc1ncc(S(=O)(=O)c2ccc(C(C)C)cc2)c(N)n1)C(=O)Nc1ccccc1 (stereo not drawn),1.1%,.,?,?,12%,.,-33%,.,?
N=C1C(=O)OCC1c1ccccc1NC(=O)CN1CCCCC1 (stereo not drawn),0.1%,-0.3,21%,4%,-5%,-1%,23%,i,-3%
COc1ncccc1C(=O)NC1CCCc2c1cnn2-c1cc(C)cc(C)c1 (stereo not drawn),0.2%,-0.5,-2%,-17%,-9%,0%,-16%,i,1%
O=C(NC(=S)N1CCN(c2ccccn2)CC1)c1ccco1,0.3%,-1.8,-17%,-6%,-2%,-1%,-3%,i,0%
O=C(Oc1ccc([N+](=O)[O-])cc1)c1cncc(Br)c1,0.5%,-2.6,7%,1%,-18%,1%,-10%,i,-2%
CC(=O)Nc1ccc(NC(=O)CS(=O)(=O)c2cn(CC(=O)N3CCCC3)c3ccccc23)cc1,-0.3%,-0.2,-4%,3%,4%,3%,0%,i,-1%
O=C(CN1c2cccc3cccc(c23)S1(=O)=O)Nc1ccccc1Br,-0.7%,-1.2,-12%,-19%,13%,-13%,-25%,i,-1%
CCOc1ccccc1CN1CCN(C/C=C/c2ccc(OC)cc2)CC1CCO (stereo not drawn),0.7%,1.8,-11%,1%,-11%,-1%,-9%,i,-5%
CCOC(=O)C1CCN(C(c2cccc(F)c2)c2c(O)cc(C)n(CCOC)c2=O)CC1 (stereo not drawn),3.7%,.,-5%,.,-2%,.,-1%,.,7%
Cc1cc(Nc2cc(C(=O)O)ccc2C)n2ncnc2n1,-0.4%,-0.7,14%,0%,-23%,0%,4%,i,-4%
O=C(/C=C/c1ccc(S(=O)(=O)N2CCOCC2)cc1)NCCCn1ccnc1,-0.6%,-11,9%,-21%,2%,0%,9%,i,0%
O=C1NC2(CCCCC2)C(=O)N1/N=C/c1ccc(O)cc1O,3.3%,0.3,-12%,?,-14%,-2%,17%,i,-13%
Cc1cccc(Cn2ccn(Cc3ccc(Cl)cc3)c(=O)c2=O)c1,-0.1%,.,12%,?,4%,.,1%,.,6%
O=C(NC(=O)N1CCN(c2cccc(Cl)c2)CC1)c1ccc(Cl)cc1,3.5%,-0.5,?,-20%,0%,1%,-1%,i,-4%
COc1ccccc1NC(=O)CSc1nnnn1-c1ccccc1F,1.9%,-1.7,9%,12%,12%,2%,4%,i,19%

Entries of single compounds, quoted from the list. Order of screens: Nrf2 activator	CCT chaperon mod	TGFb inhibitor	Nrf2 inh	Abeta rescue	Mm-Cpn inhibitor	HepG2 tox	pAkt inh	A549 tox
Profile of `O=C(NCCc1nnc2ccc(SCC(=O)N3CCOCC3)nn12)c1ccccc1` = -0.4%	1.2	-4%	0%	-13%	1%	8%	i	-3%
Profile of `COc1cccc(CNC(=O)CCSCc2ccccc2F)c1` = -0.2%	2.6	21%	-16%	32%	5%	10%	i	1%
Profile of `Cc1ccc(-c2ccc(CN3C(C(C)C)C(=O)N(Cc4cn(Cc5ccco5)nn4)CCS3(=O)=O)cc2)cc1` (stereo not drawn) = -0.9%	-0.8	?	.	-29%	.	-36%	i	.
Profile of `COc1ccc(CCN2C(=O)CC(NCc3ccc4c(c3)OCO4)C2=O)cc1OC` (stereo not drawn) = 0.1%	-1.1	-14%	.	-14%	-1%	0%	i	3%
